D1 ag = activates the human D1 dopamine receptor | P21728 | HEK293 T-REx D1 cells, calcium flux, agonist mode | activation, % at 2 µM | actives 1% (n = 360,000) | AID 504660; in the data active means activation above about 30%; further: 0% is about no effect
Target sequence (P21728 whole entry, looked up): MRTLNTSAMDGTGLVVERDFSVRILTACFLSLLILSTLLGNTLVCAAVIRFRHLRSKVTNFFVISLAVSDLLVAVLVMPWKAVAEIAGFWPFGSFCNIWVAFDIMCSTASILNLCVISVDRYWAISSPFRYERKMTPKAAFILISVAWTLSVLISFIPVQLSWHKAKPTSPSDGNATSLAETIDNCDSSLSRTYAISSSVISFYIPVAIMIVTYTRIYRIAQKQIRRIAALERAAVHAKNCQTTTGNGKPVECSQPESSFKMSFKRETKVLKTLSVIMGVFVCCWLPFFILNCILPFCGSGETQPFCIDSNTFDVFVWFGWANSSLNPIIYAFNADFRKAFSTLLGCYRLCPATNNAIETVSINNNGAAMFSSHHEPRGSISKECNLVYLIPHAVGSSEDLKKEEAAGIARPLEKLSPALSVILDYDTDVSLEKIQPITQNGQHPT
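Agonism was scored from calcium flux recorded over 180 s (1 read/s) after pintool compound addition, following a 10-cycle baseline. Cells were inducible force-coupled HEK293 TREx D1, plated overnight at 30 C and loaded with no-wash calcium dye.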
D2 PAM = positively modulates the human D2 dopamine receptor allosterically; P14416; HEK293 T-REx D2, calcium flux, EC20 dopamine potentiation; potentiation, % at 10 µM; actives 0.34% (n = 340,000);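 active means potentiation over 3 SD above the plate norm, cut at about 30% in these data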; further: 0% is about no effect
Target sequence (P14416 whole entry, looked up): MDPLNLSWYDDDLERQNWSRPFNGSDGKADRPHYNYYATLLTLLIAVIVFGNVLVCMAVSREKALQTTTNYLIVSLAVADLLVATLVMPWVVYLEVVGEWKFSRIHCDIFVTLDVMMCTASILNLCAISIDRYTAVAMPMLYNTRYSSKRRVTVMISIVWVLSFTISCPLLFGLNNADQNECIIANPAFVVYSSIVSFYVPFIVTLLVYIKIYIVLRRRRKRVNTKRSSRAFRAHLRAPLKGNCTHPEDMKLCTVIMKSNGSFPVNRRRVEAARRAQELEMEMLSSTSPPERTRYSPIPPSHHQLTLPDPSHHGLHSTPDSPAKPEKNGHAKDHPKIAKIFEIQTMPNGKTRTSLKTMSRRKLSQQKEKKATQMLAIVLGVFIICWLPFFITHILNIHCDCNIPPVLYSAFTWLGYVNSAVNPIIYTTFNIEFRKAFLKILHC
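Primary screen. Calcium kinetics in induced HEK293 T-REx D2 cells: compound pre-addition 180 s, EC20 dopamine, 180 s more.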
LDHA block = inhibitors of human lactate dehydrogenase A. AID 1347041. activity change, % (values are at about 110 or 230 µM). actives 0.15% (n = 480,000). purified LDHA, NADH/diaphorase-resazurin fluorescence; hits give low values; in the data active means activity change below about -30%; inconclusive means mostly about -25% to -30%;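 further: plate controls were DMSO wells for no effect and wells without enzyme for full effect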
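Enzyme activity of human lactate dehydrogenase 5 (2 nM; 0.06 mM NADH, 0.2 mM pyruvate, 5 min, RT) is measured via a resazurin/diaphorase fluorescence readout of residual NADH.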
D1 potentiator = potentiators of human D1 dopamine receptor. potentiation, % at 10 µM. HEK293 TREx D1 cells, calcium flux, dopamine EC20 potentiation. actives 0.036% (n = 360,000); in the data active means potentiation above about 30%; further: 0% is about no effect
Vif-APOBEC3G blk = inhibitors of Vif-APOBEC3G interaction; actives 0.076% (n = 410,000); Potency, µM (doses to about 46.1 µM), for the others: top-dose activity, negative = active, most hits filed as inhibitors; Q9HC16; AID 602310; HeLa A3G-eYFP + Vif (tagged APOBEC3G with the HIV-1 protein that degrades it), YFP fluorescence, overnight;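 further: potency means the concentration at half of the fitted maximal effect; on the % scale 0 is the no-effect control and ±100 the full control effect; nearly all actives have a fitted effect of over 60% in size; hits raise eYFP signal because A3G escapes Vif-driven loss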
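Read-out is eYFP fluorescence (Ex 488/Em 500-530) from Vif-expressing HeLa A3G-eYFP cells; more signal means A3G escaped Vif-mediated degradation. Cells plated overnight, compound pinned in, incubated overnight at 37 deg C.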
Glioma ERSR ind = inducers of ER stress response in human glioma cells; AID 602332; actives 0.02% (n = 420,000); U87-MG GRP78 promoter luciferase reporter, 16 h; Potency, µM, inactives show at the highest dose activation, most hits filed as activators; further: potency means the concentration at half of the fitted maximal effect; series mostly up to about 76 µM; % of control where 0% means no effect; nearly all actives have a fitted effect of over 35% in size
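Stably transfected U87-MG glioma cells carrying a GRP78-based luciferase sensor; 16 h compound incubation. Luminescence end-point read 10 min after Bright-Glo addition at room temperature.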
RXFP1 ag = activates the human relaxin receptor RXFP1; Q9HBX9; HEK293T-RXFP1 cAMP TR-FRET, 30 min; response scale: percent of porcine relaxin response, buffer zero; Potency, µM (doses to about 57.5 µM), for the others: at the top dose activation, most hits filed as activators; actives 0.3% (n = 370,000); further: potency means the concentration at half of the fitted maximal effect; on the % scale 0 is the no-effect control and ±100 the full control effect; nearly all actives have a fitted effect of over 60% in size; many of its hits are not listed in these tables
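cAMP rise read by TR-FRET after 30 min, 37C compound exposure (up to 58 uM) in RXFP1-transfected HEK293 cells with Ro 20174 present. EC50 from Hill-equation fits, with 29 nM porcine relaxin as 100% and buffer as basal.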
Vif-APOBEC3F blk = Vif-A3F binding inhibition; HeLa A3F-eYFP + Vif (tagged APOBEC3F with the HIV-1 protein that degrades it), YFP fluorescence increase; Potency, µM (titrated, usually from 46.1 µM), for inactives: at the top dose activity, negative = active; actives 0.2% (n = 390,000); AID 602313; further: potency means the concentration at half of the fitted maximal effect; % of control where 0% means no effect; nearly all actives have a fitted effect of over 65% in size
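HeLa cells stably expressing Vif plus C-terminally eYFP-tagged A3F were seeded, incubated overnight at 37 deg C, dosed with compound, incubated overnight again at 37 deg C. Yellow fluorescence (Ex 488/Em 500-530) reported blocked Vif-mediated A3F-eYFP degradation.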
D1 antag = antagonists of human D1 dopamine receptor; activity change, negative = inhibition, % at 10 µM; AID 504652; HEK293 TREx D1 cells, calcium flux, dopamine EC80; hits give low values; actives 3.2% (n = 360,000); in the data active means activity change below about -30%; further: on the % scale 0 is the no-effect control and ±100 the full control effect
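Tetracycline-induced HEK293 T-REx cells with force-coupled D1 receptor were loaded with a no-wash calcium dye. Compound was added after a 10 s baseline and read kinetically for 180 s; EC80 dopamine was then added and calcium flux followed another 180 s.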
An asterisk follows results filed as active; ? = inconclusive; nt = not tested or not shown; & = joins results of further samples. Unless noted, the call rests on the fitted dose curve; in most records, active means well fitted curve in the direction sought with a large enough effect; inconclusive means small, poorly fitted or top-dose-only effect, or another doubt; inactive means no such curve, though single readings can be large; an effect the other way counts as inactive or inconclusive.

SMILES	D1 ag	D2 PAM	LDHA block	D1 potentiator	Vif-APOBEC3G blk	Glioma ERSR ind	RXFP1 ag	Vif-APOBEC3F blk	D1 antag
O=C(CN1CCN(Cc2ccccc2)CC1)Nc1ccc([N+](=O)[O-])cc1C(=O)Nc1ccccc1F	0.0	-9.6	0.1	-9.6	-5.7%	-6.7%	0.5%	-0.4%	-14.2
O=C(Cc1cccc(NC(=O)C2CCCN(C(=O)c3ccccc3)C2)c1)Nc1cccc(C(=O)N2CCOCC2)c1 (stereo not drawn)	nt	nt	0.4	nt	0.1%	-1.6%	nt	-9.9%	nt
CC(C)C[C@H](NC(=O)N1CCn2c1nc1ccccc12)C(=O)NCc1ccco1	-0.2	nt	-0.7	-6.0	-4.2%	-5.1%	2.5%	-8.1%	0.7
O=C(NNc1nc2cc3c(cc2s1)OCCO3)c1ccc(F)cc1	0.7	3.8	-1.6	-6.0	-0.4%	-0.4%	0.2%	0.7%	-1.0
O=C(COC(=O)CCC(=O)c1cccs1)NCc1cccs1	3.1	7.0	-1.0	0.9	1.7%	0.4%	0.4%	?	7.4
COc1ccc(C(=O)N2CCCC(CNC(=O)c3ccc(F)cc3)C2)cc1OC (stereo not drawn)	3.0	-1.1	-4.4	1.8	1.0%	0.1%	0.3%	-6.4%	-21.5
O=C(NCc1cccs1)C1CCN(c2nc3ccccc3o2)CC1	6.4	0.1	2.5	5.0	-0.5%	-1.3%	0.7%	0.1%	-0.1
COc1cc(OC)cc(C(=O)OCC(=O)c2cc(C)n(CC3CCCO3)c2C)c1 (stereo not drawn)	8.7	4.8	-6.6	-4.4	4.7%	8.9%	-0.5%	-4.2%	-18.1
CC1CN(S(=O)(=O)c2ccc(-c3nc4ccccc4s3)cc2)CC(C)O1 (stereo not drawn)	0.1	4.5	-7.3	-4.6	0.9%	-1.8%	-0.4%	-1.4%	-6.8
CCOC(=O)C1CCN(S(=O)(=O)c2ccc3c(c2)NC(=O)CS3)CC1	10.9	-6.5	-1.9	-6.0	-4.7%	-2.5%	0.6%	-6.8%	-13.4
COc1ccc(-c2nnc(SCC(=O)N(C)C3CCS(=O)(=O)C3)n2CC(C)C)cc1 (stereo not drawn)	nt	nt	-5.0	nt	0.8%	0.2%	nt	-0.4%	nt
CS(=O)(=O)N1CCc2cc(S(=O)(=O)N3CCN(Cc4ccc5c(c4)OCO5)CC3)ccc21	2.6	4.6	1.6	-3.8	0.9%	-2.2%	2.5%	-0.2%	-25.6
O=C(Nc1ccc(N2CCCC2)c(S(=O)(=O)Nc2cccc(C(F)(F)F)c2)c1)c1cccs1	2.4	-13.6	1.4	0.6	-0.9%	-4.0%	-0.3%	-0.8%	1.6
CCOC(=O)c1cnc(SCc2nc(N)nc(Nc3ccccc3)n2)nc1N	0.2	9.5	-1.9	-5.5	-9.7%	-2.4%	2.0%	0.6%	0.1
Cc1cccc(C(=O)N2CCN(S(=O)(=O)c3ccc4c(c3)OCCCO4)CC2)c1[N+](=O)[O-]	3.6	-0.6	-14.0	-2.4	-5.1%	-4.0%	1.5%	10.8%	-0.6
COc1ccc(OC)c(C2C(C(=O)Nc3ccc(C)cc3C)=C(C)Nc3c(C(=O)Nc4ccc(F)cc4)cnn32)c1 (stereo not drawn)	1.4	-2.2	-11.2	-0.7	0.9%	-1.6%	-4.1%	9.9%	1.5
Nc1ccc(C2=Nc3cccc4cccc(c34)N2)cc1	2.4	-3.7	3.7	-7.5	4.0%	-2.9%	2.6%	0.1%	-7.5
CNC(=O)NC(=O)C(OC(=O)CCNS(=O)(=O)c1ccccc1)c1ccccc1 (stereo not drawn)	2.4	-12.9	-20.9	7.3	1.2%	-2.7%	-0.5%	1.0%	-0.8
Cc1ccc(CNC(=O)/C=C/c2ccc(S(=O)(=O)NCc3ccco3)cc2)cc1	3.7	-2.0	-5.8	-0.7	-1.4%	-1.8%	-0.6%	3.8%	0.2
O=C(Cn1cnc2cc([N+](=O)[O-])ccc2c1=O)Nc1cccc(S(=O)(=O)N2CCCCC2)c1	nt	nt	-8.8	nt	1.3%	-9.4%	nt	5.8%	nt
O=c1cc(N2CCc3ccccc3C2)[nH]c(=O)n1C1CCCCC1	3.3	-4.5	-0.9	0.0	-4.2%	3.9%	-0.5%	-26.0%	-7.6
Cc1cc(Br)ccc1N=C1C(=O)Nc2ccccc21	5.2	-0.8	3.8	1.7	1.6%	-3.1%	0.1%	0.4%	-4.4
CCC1CN(C(=O)N2CCC(C(=O)NCCc3ccc(OC)cc3OC)CC2)c2cc(C)ccc2O1 (stereo not drawn)	1.1	15.8	-4.4	0.4	-0.4%	-7.5%	-1.7%	-1.9%	9.1
CC(C)Cc1ccc(C(=O)NCc2ccc3c(c2)OCO3)o1	14.0	12.7	-1.4	2.6	0.6%	-0.2%	0.0%	-1.0%	-2.6
O=C(CSc1nc2ccccc2c(=O)n1CC1CCCO1)NCc1ccc2c(c1)OCO2 (stereo not drawn)	0.7	3.9	-2.3	-2.9	-2.1%	?	3.7%	-24.1%	12.7
CCn1nnnc1SCC(=O)Nc1ccc(N(C)C)cc1	-1.5	19.2	8.1	8.6	-0.6%	4.9%	0.0%	-5.6%	14.2
Cc1ccc(-n2c(=O)c3ccccc3n(CC(=O)Nc3cccc(C(F)(F)F)c3)c2=O)cc1	7.3	2.5	-13.3	1.4	4.0%	-0.3%	6.7%	4.6%	5.8
O=C(O)c1ccccc1C(=O)N1CCN(c2ncccn2)CC1	4.6	-8.1	-2.5	-6.8	-0.6%	0.1%	-1.0%	14.5%	-4.4
Cc1ccnc2nc(C(=O)OC(C)C(=O)NCc3ccccc3)nn12 (stereo not drawn)	0.8	-6.9	-5.5	12.1	-3.8%	-4.5%	25.3%	3.2%	8.0
Cc1ccccc1NC(=O)c1cc(S(=O)(=O)Nc2cccc(C(=O)O)c2)ccc1Cl	2.5	-7.8	-3.1	-3.5	2.9%	0.0%	-0.1%	-23.5%	-11.2

Next part; it opens with the three that closed the last part.
SMILES	D1 ag	D2 PAM	LDHA block	D1 potentiator	Vif-APOBEC3G blk	Glioma ERSR ind	RXFP1 ag	Vif-APOBEC3F blk	D1 antag
O=C(O)c1ccccc1C(=O)N1CCN(c2ncccn2)CC1	4.6	-8.1	-2.5	-6.8	-0.6%	0.1%	-1.0%	14.5%	-4.4
Cc1ccnc2nc(C(=O)OC(C)C(=O)NCc3ccccc3)nn12 (stereo not drawn)	0.8	-6.9	-5.5	12.1	-3.8%	-4.5%	25.3%	3.2%	8.0
Cc1ccccc1NC(=O)c1cc(S(=O)(=O)Nc2cccc(C(=O)O)c2)ccc1Cl	2.5	-7.8	-3.1	-3.5	2.9%	0.0%	-0.1%	-23.5%	-11.2
Cc1ccccc1C(=O)NC(=S)Nc1ccc(N2CCOCC2)cc1	7.4	-11.0	-1.6	-6.0	-6.3%	0.4%	-0.7%	-21.9%	-14.7
CCN1C(=O)C(Cc2nc3ccccc3c(=O)n2-c2ccccc2)c2ccccc21 (stereo not drawn)	1.9	-10.4	3.2	-1.5	-5.5%	-1.9%	1.1%	0.4%	-53.9*
CCOc1ccc(-n2c(SCC(=O)Nc3ccc4c(c3)OCO4)nc3ccccc3c2=O)cc1	0.2	-5.0	-5.4	-5.8	1.3%	-3.1%	-0.4%	nt	-6.5
NS(=O)(=O)c1ccc(CCNC(=O)c2cccc(OC(F)F)c2)cc1	2.9	14.2	-4.3	-3.8	4.8%	-4.2%	6.4%	6.2%	-23.9
CC(C)(C)C(=O)Nc1nc(-c2ccccc2)ns1	4.5	3.0	-13.8	-9.3	-8.1%	5.0%	-0.5%	-2.4%	-16.6
Cc1ccc([C@H]2C[C@@H](O)[C@H](n3cc(COC(=O)c4ccccc4)nn3)CN2C(=O)C2CCCCC2)cc1	nt	nt	-1.4	nt	2.7%	-1.5%	nt	0.7%	nt
C/C(=N/Nc1ccc([N+](=O)[O-])cc1)c1c[nH]c2ccccc12	83.5*	11.9	-1.7	-7.9	?	3.9%	0.7%	6.31µM*	-33.2*
Cc1ccc(C(C(=O)NCC2CCCO2)N(C(=O)c2snc(C(N)=O)c2N)c2ccccc2F)o1 (stereo not drawn)	-0.1	-3.6	-6.2	-6.8	-2.9%	-2.7%	1.4%	-0.6%	-10.8
Cc1ccccc1Nc1nc(N)nc(COC(=O)[C@@H](NC(=O)c2ccccc2Cl)C(C)C)n1	0.9	-3.3	1.5	-5.9	-3.9%	-1.0%	0.0%	-0.2%	-7.1
CC(C)(C)C1CCc2c(sc3nc(SCC(N)=O)nc(N)c23)C1 (stereo not drawn)	0.0	14.9	4.0	-0.1	-5.5%	2.6%	2.9%	-8.3%	25.9
Cc1ccc(CNC(=O)CCCNS(=O)(=O)c2cccc3nonc23)cc1	4.6	-3.5	6.8	0.3	2.0%	-3.3%	-1.9%	-5.4%	-8.0
S=C(Nc1ccc(Cl)c(Cl)c1)NC1CCCCC1	29.3	-19.5	-3.8	-4.2	0.1%	3.0%	2.6%	-22.8%	-40.8*
O=C(O)CCN1C(=O)C2C3C=CC(C3)C2C1=O (stereo not drawn)	3.3	10.7	2.9	9.4	-5.2%	-5.9%	4.1%	-7.1%	8.5
COc1cccc(CN2CCN(Cc3ccc(C#CC(C)(C)O)s3)CC2CCO)c1 (stereo not drawn)	2.3	4.0	-4.1	0.5	1.7%	-3.2%	0.4%	-5.1%	-17.1
CCOC(=O)c1ccccc1NC(=O)CN1CCCN(Cc2cccc(Cl)c2)S1(=O)=O	7.7	6.3	-2.0	-1.6	5.2%	-3.9%	-1.4%	6.8%	-1.5
Cc1cccc(NC(=O)CSc2nsc(SCC(=O)Nc3cccc(C)c3)c2C#N)c1	10.4	-5.2	-3.0	1.1	8.4%	-0.8%	0.1%	-6.8%	3.3
COc1ccc2nc(C)cc(Nc3ccc(C(=O)O)cc3)c2c1	5.3	7.5	-0.9&13.7	2.6	0.1%	-5.5%	6.7%	-0.4%	5.9
COc1cc(C2CC(=O)Nc3c2c(=O)[nH]c2nc4ccccc4n32)ccc1O (stereo not drawn)	0.1	19.9	-0.3	-4.5	-2.5%	-2.6%	6.3%	1.9%	-48.8*

This is a subset; count on the stated rates, not on these rows.
